D2 antagonist – HTS Assay for Allosteric Antagonists of the Human D2 Dopamine Receptor: Primary Screen for Antagonists; D(2) dopamine receptor (Homo sapiens), P14416; HEK293 TREx D2 cells, calcium flux, dopamine EC80; inhibition, % at 10 µM; 2% of 340,000 active; in the data active = inhibition above about 30%; note: 0% is about no effect
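Tetracycline-induced HEK293 TREx cells expressing D2 receptor forced-coupled to calcium signalling, loaded with no-wash calcium dye. Compounds added and calcium flux read 180 s, then dopamine added at EC80 and read a further 180 s.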
TRHR ag – qHTS for Small Molecule Agonists and Allosteric Enhancers of Human TRH Receptor: Primary Screen for Agonists. Thyrotropin-releasing hormone receptor (Homo sapiens), P34981. TRHR cells, calcium flux fluo-8, FDSS agonist mode. activation, % at 2 µM. 0.18% of 360,000 active. AID 493084, 2011; in the data active = activation above about 30%; note: 0% is about no effect
Target sequence (P34981 whole entry, looked up): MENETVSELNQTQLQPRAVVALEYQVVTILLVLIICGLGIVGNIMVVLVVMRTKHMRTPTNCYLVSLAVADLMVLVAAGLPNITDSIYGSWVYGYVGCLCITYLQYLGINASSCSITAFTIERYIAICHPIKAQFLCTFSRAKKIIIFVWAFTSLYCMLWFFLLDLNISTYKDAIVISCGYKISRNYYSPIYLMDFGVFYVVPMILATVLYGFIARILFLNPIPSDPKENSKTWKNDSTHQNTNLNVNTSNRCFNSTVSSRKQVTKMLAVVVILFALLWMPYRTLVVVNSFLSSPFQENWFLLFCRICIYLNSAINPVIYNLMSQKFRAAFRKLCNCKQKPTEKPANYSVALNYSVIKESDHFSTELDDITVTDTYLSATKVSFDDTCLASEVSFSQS
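TRHR-expressing cells loaded with fluo-8 calcium dye; 23 nL library compound pin-transferred, kinetic FDSS fluorescence (Ex 480/Em 530) recorded about 180 s for agonist-induced calcium release, before a 10 nM TRH EC20 addition for potentiator mode.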
Pin1 inhibitor – qHTS Assay to Find Inhibitors of Pin1 | Pin1 FP peptide displacement, HiFluor488, 10 min | Potency, µM (titrated, usually from 115 µM), for the others: top-dose activity, negative = inhibition, most hits filed as inhibitors | 0.009% of 390,000 active | AID 504891, 2011; active = well fitted inhibition curve with a large enough effect in the polarisation, with a control signal flat, not every such curve was filed as active; inconclusive = small, poorly fitted or top-dose-only effect, or effect the other way, or a change in a side signal; inactive = no such curve, though single readings can be large or run the other way; the % refers to the polarisation; note: potency is the fitted concentration of half-maximal effect; % is set by controls: 0 for no effect and ±100 for the full control effect
Target sequence (Q13526 whole entry, looked up): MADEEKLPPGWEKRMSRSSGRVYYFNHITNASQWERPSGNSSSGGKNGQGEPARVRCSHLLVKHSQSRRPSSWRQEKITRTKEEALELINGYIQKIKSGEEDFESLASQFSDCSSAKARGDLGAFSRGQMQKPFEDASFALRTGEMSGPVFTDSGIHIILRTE
USP1-UAF1 inh – Inhibitors of USP1/UAF1: Primary Screen. Ubiquitin carboxyl-terminal hydrolase 1 (Homo sapiens), O94782. recombinant USP1/UAF1, Ub-Rhodamine cleavage fluorescence. Potency, µM (highest dose often 57.1 µM), for the others: at the highest dose activity change, negative = inhibition, hits mostly inhibitors. 0.23% of 390,000 active; note: potency is the fitted concentration of half-maximal effect; % is set by controls: 0 for no effect and ±100 for the full control effect; nearly all actives have a fitted effect of over 60% in size; inactives centre near -12
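USP1/UAF1 complex at 1 nM was preincubated with compound for 15 min at room temperature, then Ub-Rho substrate (150nM final) was added. Fluorescence (480/540 nm) was read kinetically, 6 reads every 60 seconds.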
TrxR1 substrate – qHTS Assay for Substrates of Mammalian Selenoprotein Thioredoxin Reductase 1 (TrxR1): qHTS. purified TrxR1 substrate turnover, NADPH consumption readout. Potency, µM (highest dose often 114 µM), for the others: top-dose activity change, negative = substrate turnover. 0.01% of 390,000 active; note: potency is the fitted concentration of half-maximal effect; % is set by controls: 0 for no effect and ±100 for the full control effect; nearly all actives have a fitted effect of over 50% in size
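Rat TrxR1, dispensed at 90 nM, was prereduced with 400 uM NADPH (final) for 5 min at ~22 deg C, then incubated with compound 15 min before 400 uM selenite. A first-read NADPH fluorescence drop versus no-compound background flagged substrates.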
D2 ag – HTS Assay for Allosteric Agonists of the Human D2 Dopamine Receptor: Primary Screen for Agonists. D(2) dopamine receptor (Homo sapiens), P14416. HEK293 T-REx D2 cells, calcium flux agonist mode. activation, % at 2 µM. 0.53% of 340,000 active;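 active = activation over 3 SD above normal in the single-dose calcium agonist read, cut at about 30% in these data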; note: 0% is about no effect
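HEK293 Trex D2 cells, tetracycline-induced, o/n 30 C 5% CO2; no-wash Ca dye, RT 30–90 min; 10-cycle baseline, 23 nl cpd added, kinetic Ca read 180 s; agonist hits = positive Ca response.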
TRHR enhancer – qHTS for Small Molecule Agonists and Allosteric Enhancers of Human TRH Receptor: Primary Screen for Enhancers; enhancement, % at 2 µM; Thyrotropin-releasing hormone receptor (Homo sapiens), P34981; 0.66% of 360,000 active; TRHR cells, fluo-8 calcium fluorescence, EC20 TRH enhancement; AID 493056, 2011; in the data active = enhancement above about 30%; note: 0% is about no effect
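TRHR-expressing cells loaded with fluo-8 calcium dye were read kinetically (ex 480/em 530) during compound addition, then stimulated with an EC20 of TRH (10 nM final). Enhancement of the Gq-mediated intracellular calcium response was scored.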
rTrxR1 inhibitor – qHTS Assay for Inhibitors of Mammalian Selenoprotein Thioredoxin Reductase 1 (TrxR1): qHTS; recombinant rTrxR1, NADPH fluorescence consumption, selenite substrate; 1% of 390,000 active; Potency, µM (doses to about 114 µM), for inactives: top-dose activity change, negative = inhibition, actives largely listed as inhibitors; note: potency is the fitted concentration of half-maximal effect; % is set by controls: 0 for no effect and ±100 for the full control effect; nearly all actives have a fitted effect of over 65% in size
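Rat TrxR1 (90 nM in the dispensed reagent) was pre-reduced with 400 uM NADPH for 5 min at room temperature, then incubated with compound for 15 min. After 400 uM selenite was added, NADPH fluorescence (Ex 340/Em 450 nm) was followed for 8 min.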
IDH1 R132H inh – qHTS for Inhibitors of mutant isocitrate dehydrogenase 1 (IDH1): qHTS; IDH1-R132H enzyme, NADPH consumption, diaphorase/resazurin fluorescence; Potency, µM (series often up to 76.6 µM), without a hit: at the top dose activity change, negative = inhibition, usual class: inhibitors; 0.093% of 390,000 active; note: potency is the fitted concentration of half-maximal effect; % is set by controls: 0 for no effect and ±100 for the full control effect; nearly all actives have a fitted effect of over 65% in size
Target sequence (O75874 whole entry R132H, stated change not applied): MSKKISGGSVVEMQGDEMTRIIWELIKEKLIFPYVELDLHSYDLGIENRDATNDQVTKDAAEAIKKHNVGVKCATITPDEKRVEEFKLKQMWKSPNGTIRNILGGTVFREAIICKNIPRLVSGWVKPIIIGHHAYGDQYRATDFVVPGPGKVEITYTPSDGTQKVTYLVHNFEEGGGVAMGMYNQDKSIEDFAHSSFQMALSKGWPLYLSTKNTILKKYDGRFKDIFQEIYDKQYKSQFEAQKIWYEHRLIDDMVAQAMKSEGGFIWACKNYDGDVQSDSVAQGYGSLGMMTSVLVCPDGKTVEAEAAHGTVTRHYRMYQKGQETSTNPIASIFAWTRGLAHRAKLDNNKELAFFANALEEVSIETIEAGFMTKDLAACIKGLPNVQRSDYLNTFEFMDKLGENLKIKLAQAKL
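IDH1-R132H (0.5 ug/mL) preincubated 30 min with compound, then NADPH (0.016 mM) and alpha-KG (2 mM) added; 80 min at RT, pH 7.5. Remaining NADPH coupled via diaphorase/resazurin to fluorescence (540/590 nm); concentration-response curves normalized to no-enzyme control.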
Active calls of the source: *; ? = inconclusive; . = no result given; [ ] = dose if it differs, or a comment. Unless noted, calls come from the whole dose curve; as a rule, active = well fitted inhibition curve with a large enough effect; inconclusive = small, poorly fitted or top-dose-only effect; inactive = no such curve, though single readings can be large or run the other way. These rows are one share of the data; the hit share may differ from the screen's.

SMILES | D2 antagonist | TRHR ag | Pin1 inhibitor | USP1-UAF1 inh | TrxR1 substrate | D2 ag | TRHR enhancer | rTrxR1 inhibitor | IDH1 R132H inh
COc1ccccc1N1CCN(S(=O)(=O)Cc2ccccc2Cl)CC1 | 8 | -0.4 | 3% | -10% | -1% | 0.4 | -5 | 3% | 4%
Cc1ccc(C(=O)NCCCNC(=O)COc2ccccc2Cl)cn1 | 9 | 0.2 | -5% | -23% | 4% | -0.6 | 4 | 13% | 6%
Cc1ncc(CO)c2c1OC(C)(C)OC2 | . | 0.6 | -9% | -10% | 12% | . | -4 | 20%[57.1 µM] | -2%
COC(=O)c1sc(N)c(C(=O)OC)c1COC(=O)CNS(=O)(=O)c1ccc(C)cc1 | -7 | 0.4 | 2% | -12% | -7% | 1.7 | 6 | 5% | 3%
CCCCCCCCN1C(=O)N(C)C(N(O)C(=O)NC)C1(C)C (stereo not drawn) | 6 | 0.2 | -10% | -8% | 6%[57.1 µM] | 0.5 | -1 | 9%[57.1 µM] | 7%
O=C(O)c1nnn(-c2cc(C(F)(F)F)cc(C(F)(F)F)c2)c1-c1ccccc1 | -4 | -0.3 | 1% | 3% | 5%[57.1 µM] | -0.8 | 3 | 2%[57.1 µM] | 4%
CCOC(=O)/C(C#N)=C/c1c(N2CCN(C)CC2)nc2ccccn2c1=O | 25 | 1.3 | -14% | -8% | -5%[57.1 µM] | 1.6 | 1 | -11%[57.1 µM] | -3%
CCc1nc2ccccc2c(C(=O)Nc2cccc(C)c2)c1C | -3 | 1.6 | -13% | -15% | 6%[57.1 µM] | -0.1 | -2 | 15%[57.1 µM] | 1%
O=C(NC1CC1)c1cc(-c2ccc(Br)cc2)nc2ccccc12 | -23 | -0.4 | 11% | -16% | 2% | -0.4 | 0 | 21% | -5%
O=C(c1ccc(Cl)c(Cl)c1)N1CCC(O)(CN2CCOCC2)CC1 | 0 | 0.3 | -3% | -20% | 0% | 0.3 | 0 | 6% | 0%
Cc1cc(O)c(/C=N/OCc2ccc(Cl)cc2Cl)c(=O)o1 | 21 | 1.0 | -1% | -6% | -3%[57.1 µM] | 1.4 | 3 | 17%[57.1 µM] | -13%
Cc1cc(=O)n2[nH]c(C)c(-c3ccc(Cl)cc3)c2n1 | 46* | -1.6 | -1% | 5% | 20% | -1.6 | -7 | 30% | 4%
CC(C)=C1C2C=CC1C1C(=O)N(c3ccc4c(c3)OCO4)C(=O)C21 (stereo not drawn) | -4 | 0.9 | -6% | 1% | -4% | 1.4 | -4 | ? | 0%
COC(=O)c1cc(OC)c(OC)cc1N | . | 0.2 | 0% | -2% | 3%[57.1 µM] | . | -2 | -3%[57.1 µM] | -3%
O=C1C=C(c2ccccc2)C(O)(c2ccccc2)C1 (stereo not drawn) | 2 | 0.2 | 0% | 3% | 0% | 0.6 | -6 | -12% | 0%
CC(NS(=O)(=O)c1ccc(OCC(=O)Nc2cccc([N+](=O)[O-])c2)cc1)c1ccccc1 (stereo not drawn) | 14 | 0.9 | 4% | -22% | -1% | 0.7 | 2 | 7% | 2%
Cc1ccccc1/C=C\c1nc2ccccc2c(=O)n1Cc1ccccc1 | 11 | 0.5 | 28% | ? | 2% | 1.5 | 14 | -17% | -6%
Cc1cccn2c(=O)c3cc(S(=O)(=O)c4ccccc4)c(=N)n(Cc4cccnc4)c3nc12 | -12 | 1.0 | ? | -16% | 6% | -0.6 | -9 | 17% | ?
CC1CCCCN1C(=O)c1ccc2c(c1)N(Cc1cccc(Cl)c1)C(=O)c1ccccc1S2=O (stereo not drawn) | . | -0.4 | -1% | -28% | 5%[57.1 µM] | 0.3 | -5 | 30%[57.1 µM] | -17%
Cc1sc2nc(CSc3nc4ccccc4c(=O)n3CCCN3CCOCC3)[nH]c(=O)c2c1C | -6 | 0.7 | ? | -18% | 9%[57.1 µM] | -0.5 | 7 | 16%[57.1 µM] | -1%
CCOC(=O)N1CCN(S(=O)(=O)c2c[nH]c(C(=O)OC)c2)CC1 | -6 | 0.2 | -1% | ? | 6%[57.1 µM] | 0.9 | 2 | 17%[57.1 µM] | -6%
CC(=O)N(Cc1ccc(Br)cc1)c1ccccc1C(=O)O | 6 | 0.7 | 1% | -8% | -4% | -0.3 | 0 | 11% | 1%
CCOC(=O)c1ccc(NC(=O)CCC(=O)NCc2ccco2)cc1 | 0 | -0.4 | 0% | -15% | -2% | -0.1 | 1 | 20% | -5%
COc1ccc(C(=O)Nc2ccc3nc4c(c(Nc5ccc(OC)c(OC)c5)c3c2)CCCC4)c(OC)c1 | . | -0.2 | -23% | -20% | -9% | 0.3 | -5 | ? | -6%
O=C(NCCN1CCOCC1)c1ccc(Cl)c(Cl)c1 | 20 | -0.5 | -3% | -11% | -1% | 0.8 | 7 | 24% | 2%
Cc1ccc(Cl)cc1Nc1nc2ccccc2n2c(C)nnc12 | . | 0.7 | 3% | -14% | -7% | -0.2 | 6 | 22% | 0%
COCCn1c(C(F)(F)F)ccc(NC(=O)c2ccccc2)c1=O | -5 | -0.5 | -1% | -13% | 1% | -0.7 | -10 | 20% | 4%
Cc1ccc(CNS(=O)(=O)c2ccc(C)s2)cc1 | 10 | -1.1 | -6% | -11% | -4% | -0.8 | -9 | 15% | -2%
CCOC(=O)c1c(C)c(C(=O)NCc2cccs2)c(C)n1CC | 9 | -0.4 | -2% | -17% | 5% | -0.5 | 0 | 8% | 4%
c1ccc(Nc2ccccn2)nc1 | -31 | -0.4 | -6% | -7% | -5% | 1.2 | 3 | -2% | 0%
CCN(CC)CCN(C(=O)c1ccco1)c1nc2ccc(F)cc2s1 | . | 0.6 | -4% | -17% | 6%[57.1 µM] | -1.1 | 22 | 2%[57.1 µM] | 0%
CCOC(=O)c1c(-c2ccccc2)csc1NC(=O)CCN1CCOCC1 | -17 | -0.2 | -4% | -22% | -3% | -0.6 | 2 | -3% | 6%
CCC(C)(NC(=O)c1ccc2c(c1)OCO2)C(=O)NC1CCCCC1 (stereo not drawn) | . | -0.2 | -1% | -2% | 9% | . | 1 | 22%[57.1 µM] | 5%
O=C(COC(=O)/C=C/c1cccc(C(F)(F)F)c1)NC(c1ccccc1)c1ccccc1 | 3 | 1.6 | 3% | -13% | -4% | 0.8 | 3 | 9% | 8%
COc1ccc(/C(N)=N/OC(=O)CCCN2C(=O)c3ccccc3C2=O)cc1OC | 13 | 2.5 | -11% | -11% | 3%[57.1 µM] | 0.2 | 0 | 20%[57.1 µM] | 5%
CS(=O)(=O)N(CC(=O)Nc1ccccc1C(=O)N1CCOCC1)c1cccc(F)c1 | 7 | 0.6 | -10% | -15% | -1% | 0.3 | -1 | 2% | -2%
O=C(Nc1c(C(=O)N2CCN(c3ccccc3F)CC2)oc2ccccc12)c1cccc(F)c1 | . | 0.3 | -2% | 2% | 23% | 0.2 | -6 | 20% | 16%
COc1cccc(NC(=O)Nc2ccc(C)c(Cl)c2)c1 | 6 | 2.0 | 0% | -13% | 2%[57.1 µM] | 1.4 | 14 | 4%[57.1 µM] | -8%
Cc1ccc(N2C(=O)CSC23C(=O)N(CC(=O)NC2CCCCC2)c2ccccc23)cc1C (stereo not drawn) | . | -0.7 | -4% | -23% | -2% | -0.7 | 4 | 18% | -5%
C(=C\c1nnc2c3ccccc3ncn12)/c1ccccc1 | 1 | 0.6 | 0% | -3% | 9%[57.1 µM] | -0.6 | -2 | 9%[57.1 µM] | 6%

Looked up above:
O=C(Nc1c(C(=O)N2CCN(c3ccccc3F)CC2)oc2ccccc12)c1cccc(F)c1 – TRHR enhancer = -6
CCC(C)(NC(=O)c1ccc2c(c1)OCO2)C(=O)NC1CCCCC1 (stereo not drawn) – rTrxR1 inhibitor = 22%[57.1 µM]

Continued:
SMILES | D2 antagonist | TRHR ag | Pin1 inhibitor | USP1-UAF1 inh | TrxR1 substrate | D2 ag | TRHR enhancer | rTrxR1 inhibitor | IDH1 R132H inh
O=C(O)/C(=C1/OC(=O)c2ccccc21)c1ccccc1 | -5 | 0.3 | ? | -21% | -13% | -0.6 | 0 | -13% | 8%
Cc1cccc(N=Nc2cn[nH]c2-c2ccco2)c1 | -2 | -0.7 | -4% | -10% | -3%[57.1 µM] | 0.2 | -1 | 12%[57.1 µM] | 3%
CC(C)(C)c1ccc(C(=O)N/C(N)=N/c2nc3ccccc3o2)cc1 | 0 | 1.5 | -4% | -10% | -3%[57.1 µM] | 0.0 | 6 | 20%[57.1 µM] | 7%
COc1cccc(NC(=O)COc2cc(C)cc3oc(=O)cc(C)c23)c1 | -6 | -0.5 | 2% | -3% | 6%[57.1 µM] | -1.3 | -7 | 11%[57.1 µM] | 0%
CCCCOC(=O)n1c(=O)oc2cc(S(=O)(=O)N3CCCCC3)ccc21 | 12 | 0.7 | 0% | -23% | 6% | -0.3 | -3 | 23% | 7%
CC1(C)CC(NCc2cccc([N+](=O)[O-])c2)CC(C)(C)N1 | 3 | 1.1 | -1% | -11% | 8%[57.1 µM] | 1.5 | 4 | 20%[57.1 µM] | 4%
Cc1cccn2c(=O)cc(COc3cccc(NC(=O)c4ccccc4F)c3)nc12 | . | -0.6 | 5% | -18% | 12%[57.1 µM] | -0.1 | -1 | 18%[57.1 µM] | 1%

Screening results: PubChem BioAssay, National Center for Advancing Translational Sciences (NCATS)
